Bioassay records: PubChem, several laboratories
N-glyco inh = increase of ERlucT glycosylation luciferase signal, primary screen, N-linked glycosylation inhibitor project, D54 ERlucT cells, luminescence, set 2; D54 ERlucT glycosylation luciferase reporter, 24 h; percent of 100 nM tunicamycin response; reporter increase, % at 12.5 µM; hit rate 0.23% among 360,000; AID 588692, 2011;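 active = mean luciferase reporter signal, scaled so untreated is 0 and the glycosylation-blocking control 100, at or above a set limit in every replicate; inconclusive = mean reaches the limit but not every replicate does; inactive = mean below the limit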;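 note: luciferase carries N-glycosylation sites so blocking glycosylation raises the light; 0% = median of neutral control wells and 100% = median of 100 nM tunicamycin wells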
m5-HT2A agonist = mouse Htr2a agonists via beta-arrestin recruitment, primary screen, cell-based, luminescence; 5-hydroxytryptamine receptor 2A (Mus musculus), P35363; CHO-K1 mHTR2A beta-arrestin complementation; percent of 30 µM serotonin response; activation, % at 7.6 µM; hit rate 0.66% among 360,000; AID 624169, 2012;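 active = activation above a run cutoff, the mean activation of all tested compounds plus 3 SD, cut at about 14% in these data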;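 note: 0% = plate median of compound wells and 100% = 30 µM serotonin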
MC4R barr agon = MC4R agonists recruiting beta-arrestin, primary screen, cell-based, luminescence, agonist arm of biased-ligand search; Melanocortin receptor 4 (Homo sapiens), P32245; hit rate 0.98% among 360,000; U2OS MC4R beta-arrestin complementation; percent of melanotan II response, DMSO zero; AID 540308, 2011; activation, % at 8.9 µM;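 active = activation above a per-plate cutoff, the mean activation of sample wells on that plate plus 3 SD, cut at about 8% in these data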
ABCB6 inh 2 = ABCB6 transporter inhibitors, primary screen, K562-ABCB6 cells, flow cytometry, MLPCN library; ATP-binding cassette sub-family B member 6 (Homo sapiens), Q9NP58; K562-ABCB6 porphyrin accumulation, 1 h; hits give low values; fluorescence ratio to DMSO, % at 10 µM; hit rate 0.19% among 360,000;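 active = fluorescence ratio to DMSO below 75%, the collection mean minus 3 SD; inconclusive = too few cells collected in the well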;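 note: signal is porphyrin accumulated inside mitochondria; 100% equals median channel fluorescence of DMSO control wells; lower ratio means ABCB6 inhibition with less porphyrin fluorescence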
Target sequence (Q9NP58 whole entry, looked up): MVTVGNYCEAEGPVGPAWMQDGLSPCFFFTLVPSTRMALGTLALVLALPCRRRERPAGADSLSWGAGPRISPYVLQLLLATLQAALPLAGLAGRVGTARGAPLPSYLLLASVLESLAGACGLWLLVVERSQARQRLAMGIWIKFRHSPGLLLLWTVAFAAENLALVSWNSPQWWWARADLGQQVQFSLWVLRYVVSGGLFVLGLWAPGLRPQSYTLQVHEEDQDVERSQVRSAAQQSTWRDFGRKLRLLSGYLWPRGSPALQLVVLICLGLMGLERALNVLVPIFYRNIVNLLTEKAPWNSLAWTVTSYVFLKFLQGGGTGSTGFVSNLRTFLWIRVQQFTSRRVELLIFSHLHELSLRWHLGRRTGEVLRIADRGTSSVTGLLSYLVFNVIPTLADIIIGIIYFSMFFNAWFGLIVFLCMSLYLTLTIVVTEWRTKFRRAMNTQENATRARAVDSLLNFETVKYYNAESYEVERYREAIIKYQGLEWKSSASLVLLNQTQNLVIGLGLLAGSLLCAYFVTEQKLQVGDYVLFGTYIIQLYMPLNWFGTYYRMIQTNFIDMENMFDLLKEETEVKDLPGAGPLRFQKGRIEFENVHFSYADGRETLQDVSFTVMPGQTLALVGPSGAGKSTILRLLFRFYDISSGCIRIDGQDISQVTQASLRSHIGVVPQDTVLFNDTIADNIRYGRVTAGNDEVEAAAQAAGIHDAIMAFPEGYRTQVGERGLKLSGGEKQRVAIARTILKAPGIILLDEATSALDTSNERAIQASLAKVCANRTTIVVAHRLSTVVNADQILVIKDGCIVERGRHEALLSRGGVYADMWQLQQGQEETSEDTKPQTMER
aDG glyco act = activators of alpha-DG glycosylation, primary screen, uHTS, Pro5-aDG cells, AlphaScreen; alpha-DG glycosylation AlphaScreen (IIH6); 0% Pro5, 100% B10-LARGE cell signal; activation, % at 10 µM; AID 624168, 2012; hit rate 0.22% among 360,000;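 active = activation of at least 8% versus controls, or a plate z-score of at least 8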;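 note: Pro5 are CHO cells carrying HIG-tagged alpha-DG that lacks glycosylation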
CaV13 FRET inh = Primary screen for inhibitors of IQ motif and Ca2+-dependent inactivation inhibitor domain binding in CACNA1D, Förster resonance energy transfer in living cells, … | HEK cells, CFP/YFP FRET ICDI-IQ, plate reader, 10 min; percent FRET-ratio fall versus neutral wells | AID 743397 | inhibition, % at 12.3 µM | hit rate 0.098% among 340,000;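 active = mean replicate inhibition of at least 30% and at least 1% of replicates passing that level; inconclusive = only one of the two criteria is met; inactive = neither criterion is met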;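 note: 0% = median of the neutral control wells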
Vif inh = HIV Vif self-association inhibitors, primary screen, imaging, HEK293T, single point; HEK293T cells, Vif self-association by quenched fluorescence, 24 h; inhibition, % at 7.49 µM; hit rate 0.35% among 340,000; in the data active = inhibition above about 50%, passing the limit was not always enough; inconclusive = no clear call, values can overlap the other calls; inactive = below about 31%; note: some results filed as inactive read as strong as hits
MC4R antagonist = MC4R antagonists of cAMP signaling, primary screen, cell-based, TR-FRET, antagonist arm of biased-ligand search; MC4R-expressing cells, MTII-stimulated cAMP, LANCE TR-FRET; inhibition, % at 6.5 µM; hit rate 0.48% among 360,000;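 active = inhibition above its plate's cutoff, the mean of tested wells on that plate plus 3 SD, cut at about 29% in these data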;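 note: 0% = Melanotan II alone and 100% = Melanotan II plus saturating MCL0020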
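Material: human MC4R-expressing U2OS cells. Probe or stimulus: Melanotan II challenge. Dosing: 6.5 µM single dose. Times: 30-min compound, 1-h challenge, 1-h detection, room temperature. Technique: TR-FRET with Eu-cAMP and labeled anti-cAMP, 671 nm. Replication: singlicate.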
Cardio protect = cardioprotection against H2O2-induced cell death, primary screen, uHTS, H9c2 cells, ATPLite luminescence | H9c2 cardiomyocytes, H2O2 injury protection, 2 h | protection from H2O2 cell death, % at 20 µM | hit rate 0.63% among 360,000;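 active = compounds giving at least 50% protection of heart cells from peroxide-induced death in the single-dose screen, raw or plate-pattern-corrected value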;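 note: 0% = DMSO wells with peroxide and 100% = DMSO wells without peroxide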
PDI inh = inhibitors of human PDI, primary screen, biochemical, turbidity, single point, plate reader; PDI insulin aggregation turbidity, A650, 90 min; inhibition, % at 10 µM; hit rate 0.052% among 350,000; AID 588391, 2011;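 active = mean inhibition across replicates of 30% or more, whatever share of single replicates reach that level; inconclusive = mean inhibition below 30% while every single replicate reaches 30%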;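 note: absorbance from insulin aggregation driven by PDI reduction with DTT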
* = called active by the depositor; ? = inconclusive; · = not tested or not shown.

Below each compound: Vif inh	m5-HT2A agonist	aDG glyco act	N-glyco inh	CaV13 FRET inh	MC4R antagonist	Cardio protect	MC4R barr agon	ABCB6 inh 2	PDI inh
> CSc1ccccc1NC(=O)CSc1nnc(Cc2ccccc2)o1
→ 6	0	-0.1	-2	-5	8	-3	-0.8	97	-11
> COC(=O)C1CCN(C(=O)COC(=O)CSc2ccc(C(N)=O)cc2[N+](=O)[O-])CC1
→ -2	3	0.3	1	-4	0	6	-0.8	92	-7
> S=C1NCN(C2CCCCC2)CN1Cc1ccccc1
→ -9	5	0.0	9	-5	-8	5	2.6	95	-3
> CCCc1nn2c(=O)c(C(c3ccc(C)cc3)c3c(O)nc4sc(CCC)nn4c3=O)c(O)nc2s1
→ 4	6	0.0	0	·	8	5	-2.3	109	28
> O=C(COc1ccc(Cl)cc1[N+](=O)[O-])N1CCCCC1
→ 5	-18	0.2	-1	11	8	2	-1.1	97	-4
> COCCNC(=O)c1c[nH]c2ccc(OC)cc2c1=O
→ -1	0	-0.1	0	-4	3	20	-1.0	93	3
> C=CCCc1ccc(C#N)c(SCc2c(C(=O)OCC)c3cc(OC(C)=O)c(Br)cc3n2C)n1
→ -6	-1	3.2	-14	·	0	-8	2.0	95	-1
> COc1ccc(OC)c(N/C(=N/C(=S)Nc2ccccc2)Nc2nc(C)cc(C)n2)c1
→ 3	0	0.0	-4	-18	10	5	0.1	101	-1
> O=C(c1ccccc1Cl)N1CCN(C(=O)C2CCCO2)CC1 (stereo not drawn)
→ -8	7	0.5	3	-15	1	5	-5.0	99	-2
> CC(=O)NC(C)C(c1cccs1)N1CCN(c2ccccc2)CC1 (stereo not drawn)
→ 5	-7	-0.2	1	-4	-4	18	1.1	106	-13
> Cc1csc2nc(O)c(C(=O)NC3CCCCCC3)c(=O)n12
→ 7	2	-0.2	-3	-5	-1	2	1.9	94	-2
> CCCCOc1ccc(/C(O)=C2/C(=O)C(=O)N(Cc3cccnc3)C2c2ccncc2)c(C)c1 (stereo not drawn)
→ -2	4	0.0	-1	-3	16	0	-1.8	95	-12
> Cc1occc1C(=O)N/N=C/c1cccnc1
→ 8	-2	-0.4	-2	-10	1	-3	-1.2	80	5
> C[C@H](CO)N1C[C@H](C)[C@@H](CN(C)S(=O)(=O)c2cccs2)Oc2c(NC(=O)Cc3ccccc3)cccc2C1=O
→ -4	1	-0.1	?	-9	1	-5	-1.1	97	4
> Cc1ccc(S(=O)(=O)NCCC(=O)Nc2cccc(S(N)(=O)=O)c2)cc1C
→ 1	2	0.0	3	-6	1	-3	-1.4	81	4
> Cn1c(=S)[nH]c2[nH]c(=O)cnc2c1=O
→ ·	-3	-0.2	0	-3	-7	6	-1.1	92	7
> CN(C)CCCNC(=O)C[C@H]1C[C@H](C(=O)N2CCOCC2)[C@@]2(CCC3CCCC3)c3[nH]c4cc(CCC(=O)N(C)C)ccc4c3CCN2C1=O
→ -4	-5	-0.3	2	-9	14	-6	-0.3	100	5
> CC(NC(=O)C1CCC(=O)N1Cc1ccccc1Cl)c1ccccc1 (stereo not drawn)
→ 4	7	0.3	-1	-1	9	2	-0.7	102	-6
> CCOC(=O)CSc1cc(CS(=O)c2ccc(Cl)cc2)nc(-c2ccccc2)n1 (stereo not drawn)
→ -4	5	0.2	-2	-1	2	2	1.1	98	5
> CS(=O)(=O)Cc1ccc(C(=O)N2CCCC2c2cccs2)cc1 (stereo not drawn)
→ 2	6	-0.1	-3	-4	9	0	-0.8	108	-1
> Cn1nc(C(=O)Nc2cccc(S(=O)(=O)N3CCCCC3)c2)c2ccccc2c1=O
→ 9	-2	-0.2	18	-13	13	-2	-4.0	100	-2
> O=C(CC1CC2CCC1C2)NC1CCCCCCC1 (stereo not drawn)
→ 6	8	0.0	-2	-4	7	2	0.1	97	12
> COc1cccc(/C(O)=C2/C(=O)C(=O)N(CCCN3CCOCC3)C2c2ccncc2)c1 (stereo not drawn)
→ -7	-6	-0.1	2	-6	-1	1	-1.5	94	5
> N#CCC(=O)Nc1ccc(C(=O)Nc2cccnc2)cc1
→ 2	5	0.1	0	-3	-1	6	-1.6	100	0
> CCCNC(=O)C1(C)CCCN(C(=O)c2ccc3snnc3c2)C1 (stereo not drawn)
→ 7	0	-0.1	3	-4	14	-2	0.8	107	-15
> CC(C)N(Cc1ccccc1)C(=O)CN1C(=O)NC2(CCCC2)C1=O
→ -1	5	0.3	0	-3	11	-3	0.2	94	2
> COc1ccc(C(=O)Nc2nc3ccccc3[nH]2)cc1S(=O)(=O)N1CCCC1
→ -4	-1	0.5	-1	-5	-5	12	-2.7	96	1
> Cc1c(NC(=S)NC(=O)Cc2ccccc2)cccc1C(=O)O
→ -3	1	0.3	-1	-5	19	2	-2.6	104	3
> O=C(COc1ccc(Cl)cc1[N+](=O)[O-])N1CCCCCC1
→ 2	-9	0.0	-1	8	2	2	-1.1	97	1
> CCSc1nnc(NC(=O)c2ccc3c(c2)OCO3)s1
→ ·	3	-0.3	-5	-4	9	-4	2.4	97	0

Additional records.
Below each compound: Vif inh	m5-HT2A agonist	aDG glyco act	N-glyco inh	CaV13 FRET inh	MC4R antagonist	Cardio protect	MC4R barr agon	ABCB6 inh 2	PDI inh
> COc1ccc(CNC(=O)Cn2ccc(NC(=O)OCc3ccccc3)nc2=O)cc1
→ -7	0	-0.4	2	-7	0	1	-1.6	94	-2
> CCNC(=O)COC(=O)c1cccc(Br)c1
→ -4	1	0.1	0	-2	13	0	0.6	97	-1
> Cc1noc(C)c1COC(=O)C(c1ccccc1)c1ccccc1
→ -12	-2	0.3	1	-8	24	-4	-4.6	100	1
> CSc1ccccc1OCc1cc(C(=O)N2CCc3[nH]cnc3C2c2ccccn2)no1 (stereo not drawn)
→ ·	7	0.0	-4	-5	6	6	-0.2	98	2
> CC(C)CNC(=O)c1cccc(NC(=O)CSc2ccccc2)c1
→ 5	0	0.1	0	-3	-5	2	-1.4	94	3
> Cc1cccc(NC(=O)CSc2cccc3cccnc23)c1
→ -9	8	0.0	2	-4	-1	-8	-0.1	97	14
> COc1ncnc2c1NC(=O)CS2
→ 10	-4	-0.2	-1	-1	-5	5	-0.4	98	-4
> O=C(NN=C1C2CC3CC(C2)CC1C3)c1ccccc1O
→ -1	-4	-0.1	1	-4	11	6	-0.4	98	3
> COC(=O)c1ccc(-n2nc(C(F)(F)F)c3c2-c2ccoc2CC3)cc1
→ 6	-2	1.1	3	-3	4	2	-1.3	96	26
> O=C(NCc1ccco1)c1cc([N+](=O)[O-])ccc1N1CCCCC1
→ 10	-1	0.2	0	-4	3	11	-1.4	102	-1
> O=C(Nc1ccccc1Cc1ccccc1)c1oc2ccccc2c1COc1ccccc1
→ -1	1	0.3	-7	-15	-6	-8	3.4	99	-4
> COCCNC(=O)c1cc(-c2cccs2)on1
→ ·	6	-0.2	?	-6	4	14	-0.5	97	-5
> Cc1cc(SCC(=O)Nc2cccc(S(N)(=O)=O)c2)c(C)cc1Br
→ 1	4	0.5	-3	-1	3	-21	-2.4	94	-2
> O=C(OCC(=O)N1CCc2ccccc21)c1ccccc1F
→ -2	0	-0.2	2	-18	3	-2	0.3	93	0
> CCCCCCCCCCCCCCCC(=O)Nc1ccn(C2OC(CO)C(O)C2O)c(=O)n1 (stereo not drawn)
→ 1	1	0.0	-2	-6	4	4	1.9	98	3
> Cc1ccc(-n2c(SCC(=O)N/N=C/c3ccccc3OCC(=O)O)nc3ccccc3c2=O)cc1
→ 8	5	0.0	-1	-7	7	-5	-0.4	98	1
> CCOC(=O)C1CCN(S(=O)(=O)c2csc(C(N)=O)c2)CC1
→ -7	6	0.4	-1	-3	19	-8	-1.6	101	-2
> CCCNC(=O)COC(=O)c1ccccc1OCC(=O)Nc1ccc(Br)cc1
→ -12	-1	0.1	0	-5	5	0	6.7	96	-19
> Cc1cccc(Nc2nc(N)nc(CN3CCN(C)CC3)n2)c1
→ 14	-1	-0.1	2	-4	-2	1	0.3	91	-7
> COc1ccc(N2CC(NC(=O)N(C)CCC#N)CC2=O)cc1 (stereo not drawn)
→ -12	4	0.1	0	0	8	1	-1.0	98	0
> c1ccc(CN2CCN(Cc3nnc(-c4ccccc4)o3)CC2)cc1
→ 3	-6	-0.1	2	-7	1	-2	-3.5	101	-10
> CCC(C)[C@H](NC(=O)OC(C)(C)C)C(=O)N/N=C/c1cccc2nccnc12 (stereo partly drawn)
→ -6	0	0.2	0	-7	9	21	1.6	102	-4
> Cc1ccc(NC(=O)COc2ncnc3sccc23)cc1S(=O)(=O)N(C)C
→ 5	0	0.2	0	7	0	-3	0.2	104	-3
> COc1ccc(CC(CC(=O)O)C(=O)Nc2ccc(OC)cc2)cc1 (stereo not drawn)
→ 1	-4	-0.3	2	-3	4	-1	-2.6	93	15
> CCC(CC)C(=O)Nc1c2cnn(-c3ccccc3)c2nc(=O)n1-c1ccccc1
→ 2	2	0.6	3	·	2	10	-1.4	98	2
> Nc1nc(N)c(N=O)c(OCC2CCCCC2)n1
→ -2	0	0.2	1	-6	-1	2	1.9	99	2
> COc1ccc(CCC(=O)OCC(=O)c2ccc(C)cc2)cc1
→ 3	0	-0.2	2	-3	4	-4	-2.3	96	5
> COCc1[nH]nc2c1C(c1ccccc1F)C(C#N)=C(N)O2 (stereo not drawn)
→ 3	1	-0.1	1	-5	9	6	-0.2	86	0
> C#CCNC(=O)C1=C[C@@H](c2cn(C(C)=O)c3ccccc23)C[C@@H](OCCCCO)O1
→ -1	-1	0.1	8	-5	1	1	-0.7	105	0
> O=C(C1CC(c2cccc(Br)c2)=NO1)N1CCc2ccccc2C1 (stereo not drawn)
→ -8	-2	-0.1	0	-5	8	-4	-1.4	98	-4
> COC(OC)C1(C)C(C#N)=C(N)Oc2c1c(=O)oc1ccccc21 (stereo not drawn)
→ ·	4	-0.1	1	-21	-1	3	-1.3	95	-3
> COc1ccc(C(=O)CN2CCN(c3ccc(F)cc3)CC2)cc1
→ -2	0	0.1	-1	-21	0	4	-2.0	98	-2
> O=C(N/N=C/C=C\c1cccc([N+](=O)[O-])c1)c1cccnc1
→ 1	5	0.3	-2	-15	-21	4	-2.4	102	-2
